TcdB inh: TcdB glycohydrolase inhibitors, primary screen, biochemical, single point, plate reader; TcdB glycohydrolase enzymatic assay; Toxin B (Clostridioides difficile), P18177; AID 652162, 2013; actives 0.24% (n = 350,000); inhibition, % at 9.99 µM; in the data active = inhibition above about 10%
Target sequence (P18177 whole entry, looked up): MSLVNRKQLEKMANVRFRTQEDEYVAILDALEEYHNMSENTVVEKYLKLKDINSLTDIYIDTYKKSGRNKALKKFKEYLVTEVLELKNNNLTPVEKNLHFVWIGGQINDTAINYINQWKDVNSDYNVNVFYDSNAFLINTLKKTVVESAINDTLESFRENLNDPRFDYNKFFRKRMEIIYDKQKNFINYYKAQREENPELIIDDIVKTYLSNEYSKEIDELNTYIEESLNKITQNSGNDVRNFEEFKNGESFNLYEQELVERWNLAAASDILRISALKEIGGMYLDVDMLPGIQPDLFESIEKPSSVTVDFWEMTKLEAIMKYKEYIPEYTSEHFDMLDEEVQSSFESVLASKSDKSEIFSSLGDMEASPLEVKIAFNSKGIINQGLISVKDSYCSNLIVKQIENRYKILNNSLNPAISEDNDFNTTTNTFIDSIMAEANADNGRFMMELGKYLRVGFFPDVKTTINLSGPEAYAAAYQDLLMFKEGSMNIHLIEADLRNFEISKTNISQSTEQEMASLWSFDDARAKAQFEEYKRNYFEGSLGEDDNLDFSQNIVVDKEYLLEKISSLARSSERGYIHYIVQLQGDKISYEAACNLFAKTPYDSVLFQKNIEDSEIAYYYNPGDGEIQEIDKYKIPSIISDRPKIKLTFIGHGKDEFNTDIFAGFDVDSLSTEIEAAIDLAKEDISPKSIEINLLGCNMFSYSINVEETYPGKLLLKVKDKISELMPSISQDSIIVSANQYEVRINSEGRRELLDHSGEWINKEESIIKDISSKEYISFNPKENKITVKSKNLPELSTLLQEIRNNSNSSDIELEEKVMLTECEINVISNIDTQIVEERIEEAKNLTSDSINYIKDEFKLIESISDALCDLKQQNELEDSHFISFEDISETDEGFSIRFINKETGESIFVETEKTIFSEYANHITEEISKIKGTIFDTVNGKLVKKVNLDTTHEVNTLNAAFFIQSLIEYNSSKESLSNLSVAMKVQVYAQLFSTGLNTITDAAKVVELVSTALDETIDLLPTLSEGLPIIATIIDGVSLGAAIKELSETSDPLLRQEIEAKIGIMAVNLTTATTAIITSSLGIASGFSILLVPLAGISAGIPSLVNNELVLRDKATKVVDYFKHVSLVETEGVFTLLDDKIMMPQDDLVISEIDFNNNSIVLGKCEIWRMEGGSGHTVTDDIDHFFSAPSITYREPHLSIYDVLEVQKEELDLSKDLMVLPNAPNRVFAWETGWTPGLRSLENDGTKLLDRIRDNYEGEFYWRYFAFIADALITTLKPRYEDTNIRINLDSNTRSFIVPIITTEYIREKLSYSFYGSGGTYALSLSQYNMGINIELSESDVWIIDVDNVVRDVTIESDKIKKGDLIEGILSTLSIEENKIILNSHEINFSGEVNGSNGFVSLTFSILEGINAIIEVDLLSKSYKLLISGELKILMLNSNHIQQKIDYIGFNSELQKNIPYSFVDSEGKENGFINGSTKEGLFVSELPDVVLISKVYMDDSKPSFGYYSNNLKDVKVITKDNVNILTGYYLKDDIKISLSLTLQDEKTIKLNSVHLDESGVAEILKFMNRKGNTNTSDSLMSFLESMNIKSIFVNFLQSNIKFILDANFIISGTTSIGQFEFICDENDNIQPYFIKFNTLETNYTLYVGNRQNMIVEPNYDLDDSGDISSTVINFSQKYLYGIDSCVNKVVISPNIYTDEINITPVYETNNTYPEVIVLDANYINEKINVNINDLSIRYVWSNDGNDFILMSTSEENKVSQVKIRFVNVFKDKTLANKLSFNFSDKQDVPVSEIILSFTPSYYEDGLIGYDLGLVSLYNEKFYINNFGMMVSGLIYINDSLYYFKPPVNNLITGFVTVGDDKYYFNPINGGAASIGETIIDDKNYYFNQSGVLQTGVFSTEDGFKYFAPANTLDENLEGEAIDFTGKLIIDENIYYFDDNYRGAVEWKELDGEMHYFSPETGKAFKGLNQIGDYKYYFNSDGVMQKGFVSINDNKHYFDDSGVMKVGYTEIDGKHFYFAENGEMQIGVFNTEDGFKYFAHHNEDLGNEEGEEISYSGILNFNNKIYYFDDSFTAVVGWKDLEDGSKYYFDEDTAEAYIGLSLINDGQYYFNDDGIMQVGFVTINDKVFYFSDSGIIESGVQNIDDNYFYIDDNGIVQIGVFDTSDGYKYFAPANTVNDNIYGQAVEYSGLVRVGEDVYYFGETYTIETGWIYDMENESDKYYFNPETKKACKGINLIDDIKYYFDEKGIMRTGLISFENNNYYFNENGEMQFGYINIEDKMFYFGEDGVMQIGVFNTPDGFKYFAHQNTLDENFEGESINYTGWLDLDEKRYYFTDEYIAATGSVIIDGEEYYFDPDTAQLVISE
Starred values were filed as active, the others as inactive; & = joins results of further samples. Some of the compounds tested; rates above refer to the full screens.

SMILES | TcdB inh
O=C(C[C@@H]1C[C@H]2c3cc(NC(=O)Nc4ccc(F)cc4)ccc3O[C@H]2[C@@H](CO)O1)NC1CCCC1 | -0.4
CCNC(=O)[C@@H]1[C@@H](CO)[C@@H]2Cn3c(ccc(-c4cncnc4)c3=O)[C@H]1N2C(=O)Nc1ccccc1 | 0.6
CCCNC(=O)N1[C@H](CO)[C@H](c2ccc(C3=CCCCC3)cc2)[C@H]1CNC(C)C | 0.3
O=C(Nc1cccc(F)c1)N1CCCCN2[C@H](C1)[C@@H](c1ccc(-c3ccncc3)cc1)[C@@H]2CO | 0.7
Cc1noc(C)c1NC(=O)Nc1ccc2c(c1)CC(=O)N([C@H](C)CO)C[C@@H](C)[C@@H](CN(C)C(=O)Nc1ccccc1)O2 | 1.2
O=C(c1cccc(F)c1)N1CCCCN2[C@@H](CO)[C@H](c3ccc(-c4cccnc4)cc3)[C@@H]2C1 | 0.7
CC(=O)N(C)C[C@@H]1OCc2ccccc2-c2c(n(C)c3ccccc23)C(=O)N([C@H](C)CO)C[C@H]1C | -0.6
CCOC(=O)[C@@H]1[C@@H]2NC(=O)N[C@@]1(C)Oc1ccccc12 | 1.3&-0.3
CN(C)CC(=O)N1CCCCN2[C@@H](CO)[C@H](c3ccc(/C=C/c4ccccc4)cc3)[C@@H]2C1 | 3.2
CN1c2ccc(-c3ccccc3)cc2[C@@H]2[C@@H](CCN2C(=O)c2ccc3c(c2)OCO3)[C@@H]1CO | -1.1
C[C@@H]1CCCCO[C@@H](CN(C)C(=O)CCC(F)(F)F)[C@@H](C)CN([C@H](C)CO)C(=O)c2cc(NC(=O)Cc3ccccc3)ccc2O1 | 1.0
C[C@H]1CN([C@@H](C)CO)C(=O)c2cccc(NS(=O)(=O)c3cccs3)c2O[C@H]1CN(C)C | -0.2
CCN(C[C@H]1[C@@H](c2ccccc2)[C@H](CO)N1C(C)=O)C(=O)c1ccccn1 | -1.2
COc1ccccc1-c1cn(CC[C@@H]2CC[C@H](NC(=O)Cc3ccccn3)[C@@H](CO)O2)nn1 | -0.9
O=C(Nc1ccc(F)cc1)N1CC(=O)N2[C@H](C1)[C@H](c1ccc(C#Cc3cccnc3)cc1)[C@@H]2CO | 0.6
C[C@@H]1CN([C@H](C)CO)C(=O)c2cccc(NC(=O)Nc3ccc4c(c3)OCO4)c2O[C@H]1CN(C)Cc1ccc(C(F)(F)F)cc1 | 0.4
C[C@H]1CN([C@@H](C)CO)C(=O)c2cccc(NS(=O)(=O)c3ccc(Cl)cc3)c2O[C@@H]1CN(C)Cc1ccc(C(=O)O)cc1 | -2.7
C[C@H](NC(=O)C[C@H]1CC[C@H]2[C@@H](COc3ccc(NS(=O)(=O)c4ccc(Cl)cc4)cc3C(=O)N2C)O1)c1ccccc1 | -0.9
O=C(CN1CCOCC1)N1CCCCN2[C@H](CO)[C@@H](c3ccc(/C=C/c4ccccc4)cc3)[C@@H]2C1 | 0.7
COCCOC(=O)N1C(=O)[C@@]2(c3cc(C#CC4=CCCCC4)ccc31)[C@H](C(=O)NC[C@H](O)c1ccccc1)[C@H]1C(=O)O[C@H](c3ccccc3)[C@H](c3ccccc3)N1[C@@H]2c1ccc(O)cc1 | -1.2
Cc1ccccc1-c1ccc([C@H]2[C@H](CO)N3CCCCN(S(C)(=O)=O)C[C@@H]23)cc1 | -1.5
Cc1ccc(S(=O)(=O)N(C)C[C@@H]2Oc3c(NC(=O)c4cnccn4)cccc3C(=O)N([C@@H](C)CO)C[C@@H]2C)cc1 | -0.3
CC(C)NC(=O)N(C)C[C@@H]1OCCCC[C@@H](C)Oc2ccc(NC(=O)Cc3ccccc3)cc2C(=O)N([C@H](C)CO)C[C@@H]1C | -0.9
CN1c2ccc(-c3ccccc3F)cc2[C@@H]2[C@@H](CCN2C(=O)c2ccccn2)[C@H]1CO | -1.2
C[C@H](CO)N1C[C@H](C)[C@@H](CN(C)S(=O)(=O)c2ccccc2)Oc2ccc(NC(=O)Nc3ccc(C(F)(F)F)cc3)cc2CC1=O | 0.2
COc1cccc(CN2CC3(C2)[C@H](c2ccccc2)[C@H](CO)N3C(=O)Cc2ccccc2)c1 | -0.2
O=C(CC1CC1)Nc1ccc2c(c1)[C@@H]1C[C@@H](CC(=O)N3CCc4ccccc4C3)O[C@H](CO)[C@@H]1O2 | -0.5
COc1ccc2c3c([nH]c2c1)[C@H](CO)N(C(=O)Nc1ccc(F)cc1)CC31CCN(S(=O)(=O)c2cccs2)CC1 | 0.2
O=C(C[C@@H]1C[C@H]2c3cc(NC(=O)C4CCOCC4)ccc3O[C@H]2[C@@H](CO)O1)NCCc1ccccc1 | -0.4
N#C[C@@H]1[C@@H](c2ccccc2)[C@@H](CO)N1S(=O)(=O)Cc1ccccc1 | 1.2
Cc1ccccc1-c1cnc2c(c1)C(=O)N([C@@H](C)CO)C[C@H](C)[C@H](CN(C)CC1CCCCC1)O2 | -1.0
C[C@H](CO)N1C[C@H](C)[C@@H](CN(C)Cc2ccccn2)Oc2ncc(C#CCN(C)C)cc2C1=O | 0.5
CC=Cc1ccc2n(c1=O)C[C@H]1[C@H](CO)[C@@H](C(=O)NCC3CC3)N(CC3CCOCC3)[C@@H]21 (mixture of isomers) | 0.0
Cc1ccc(S(=O)(=O)N(C)C[C@@H]2OCCCC[C@@H](C)Oc3ccc(NS(=O)(=O)c4ccc(F)cc4)cc3C(=O)N([C@@H](C)CO)C[C@@H]2C)cc1 | 0.1
Cc1noc(C)c1S(=O)(=O)Nc1cccc2c1O[C@@H](CN(C)C(=O)NC(C)C)[C@@H](C)CN([C@@H](C)CO)C2=O | 0.6
C[C@@H]1CN([C@H](C)CO)C(=O)c2cc(C#Cc3ccccc3)cnc2O[C@@H]1CN(C)Cc1ccccn1 | 0.9

In a second layout: 12 of the compounds above
compound	TcdB inh
C[C@H](CO)N1C[C@H](C)[C@@H](CN(C)S(=O)(=O)c2ccccc2)Oc2ccc(NC(=O)Nc3ccc(C(F)(F)F)cc3)cc2CC1=O	0.2
COc1cccc(CN2CC3(C2)[C@H](c2ccccc2)[C@H](CO)N3C(=O)Cc2ccccc2)c1	-0.2
O=C(CC1CC1)Nc1ccc2c(c1)[C@@H]1C[C@@H](CC(=O)N3CCc4ccccc4C3)O[C@H](CO)[C@@H]1O2	-0.5
COc1ccc2c3c([nH]c2c1)[C@H](CO)N(C(=O)Nc1ccc(F)cc1)CC31CCN(S(=O)(=O)c2cccs2)CC1	0.2
O=C(C[C@@H]1C[C@H]2c3cc(NC(=O)C4CCOCC4)ccc3O[C@H]2[C@@H](CO)O1)NCCc1ccccc1	-0.4
N#C[C@@H]1[C@@H](c2ccccc2)[C@@H](CO)N1S(=O)(=O)Cc1ccccc1	1.2
Cc1ccccc1-c1cnc2c(c1)C(=O)N([C@@H](C)CO)C[C@H](C)[C@H](CN(C)CC1CCCCC1)O2	-1.0
C[C@H](CO)N1C[C@H](C)[C@@H](CN(C)Cc2ccccn2)Oc2ncc(C#CCN(C)C)cc2C1=O	0.5
CC=Cc1ccc2n(c1=O)C[C@H]1[C@H](CO)[C@@H](C(=O)NCC3CC3)N(CC3CCOCC3)[C@@H]21 (mixture of isomers)	0.0
Cc1ccc(S(=O)(=O)N(C)C[C@@H]2OCCCC[C@@H](C)Oc3ccc(NS(=O)(=O)c4ccc(F)cc4)cc3C(=O)N([C@@H](C)CO)C[C@@H]2C)cc1	0.1
Cc1noc(C)c1S(=O)(=O)Nc1cccc2c1O[C@@H](CN(C)C(=O)NC(C)C)[C@@H](C)CN([C@@H](C)CO)C2=O	0.6
C[C@@H]1CN([C@H](C)CO)C(=O)c2cc(C#Cc3ccccc3)cnc2O[C@@H]1CN(C)Cc1ccccn1	0.9

(further entries)
SMILES | TcdB inh
C[C@@H]1CN([C@H](C)CO)C(=O)c2cc(C#CCN(C)C)cnc2O[C@H]1CN(C)Cc1ccc2c(c1)OCO2 | 0.5
C[C@H]1CN([C@@H](C)CO)C(=O)c2cc(NC(=O)C3CC3)ccc2O[C@@H]1CN(C)S(=O)(=O)c1ccc(Cl)cc1 | -0.4
O=C(C[C@@H]1C[C@H]2c3cc(NC(=O)Nc4ccc(F)cc4)ccc3O[C@H]2[C@H](CO)O1)NCC(F)(F)F | 0.0
OC[C@@H]1Nc2ccc(C#Cc3ccccc3)cc2[C@@H]2[C@H]1CCN2Cc1nccs1 | 1.3
Cc1ccc(S(=O)(=O)N(C)C[C@@H]2Oc3ccc(NC(=O)Nc4ccccc4)cc3CC(=O)N([C@H](C)CO)C[C@H]2C)cc1 | -0.2
CCC(=O)N1CC2(C1)[C@@H](c1ccccc1)[C@@H](CO)N2CC1CCOCC1 | 0.3
C/C=C/c1cccc(-c2nc(C(=O)NCCC)cc3c2[C@H](CCO)N([S@@](=O)C(C)(C)C)C3)c1 | 2.0
COc1ccc(S(=O)(=O)N[C@@H]2C=C[C@H](CC(=O)N3CCN(c4ccccc4)CC3)O[C@H]2CO)cc1 | -0.8
C[C@@H]1CN([C@H](C)CO)C(=O)c2cc(-c3cccc(C#N)c3)cnc2O[C@@H]1CN(C)Cc1ccc(F)cc1 | 1.6
N#C[C@@H]1[C@@H](c2ccccc2)[C@H](CO)N1C(=O)Cc1ccccc1 | -0.9
Cc1ccc(-c2ccc([C@H]3[C@H]4CN(S(=O)(=O)c5cccc(C)c5)CCCCN4[C@H]3CO)cc2)cc1 | 0.2
C[C@H](O)C#Cc1cnc2c(c1)C(=O)N([C@H](C)CO)C[C@@H](C)[C@H](CN(C)C(=O)CN(C)C)O2 | 1.7
CO[C@@H]1CN(C)C(=O)c2cc(NC(=O)c3cccc(F)c3)ccc2OC[C@H](C)NC[C@H]1C | -2.0
CC(C)NC(=O)Nc1ccc2c(c1)CC(=O)N([C@@H](C)CO)C[C@H](C)[C@H](CN(C)Cc1ccc3c(c1)OCO3)O2 | 1.1
CC(C)NC(=O)N(C)C[C@H]1OCCCC[C@H](C)Oc2ccc(NC(=O)Cc3ccccc3)cc2C(=O)N([C@H](C)CO)C[C@@H]1C | -1.2
COc1ccc2c3c([nH]c2c1)[C@@H](CO)N(C(=O)Nc1ccc(F)cc1)CC31CCN(Cc2cc(-c3ccccc3)on2)CC1 | 1.0
COC(=O)C[C@H]1C=C[C@H](NS(=O)(=O)c2ccc(OC)cc2)[C@@H](CO)O1 | -1.6
CO[C@@H]1CN(C)C(=O)c2cc(NC(=O)c3cnccn3)ccc2OC[C@@H](C)NC[C@@H]1C | -0.1
Cc1noc(C)c1S(=O)(=O)N(C)C[C@@H]1Oc2ccc(NC(=O)Nc3cccc4ccccc34)cc2CC(=O)N([C@@H](C)CO)C[C@H]1C | -0.3
Cc1noc(C)c1S(=O)(=O)N(C)C[C@@H]1OCCCC[C@@H](C)Oc2ccc(NS(C)(=O)=O)cc2C(=O)N([C@@H](C)CO)C[C@H]1C | -4.7
C[C@@H]1CN([C@H](C)CO)C(=O)c2cc(C#Cc3cccc(F)c3)cnc2O[C@@H]1CN(C)CC1CCOCC1 | 0.2
Cc1noc(C)c1NC(=O)Nc1ccc2c(c1)C(=O)N([C@H](C)CO)C[C@H](C)[C@@H](CN(C)S(=O)(=O)c1cccs1)OCCCC[C@@H](C)O2 | 0.8
CCCC(=O)Nc1ccc2c(c1)C(=O)N(C)C[C@H](OC)[C@@H](C)CN(C(=O)c1cccnc1)[C@@H](C)CO2 | 0.0
O=C(C1CCCC1)N1CCCCN2[C@H](CO)[C@@H](c3ccc(C#CC4(O)CCCC4)cc3)[C@@H]2C1 | -8.5
C[C@@H]1CN([C@H](C)CO)C(=O)c2cc(Br)cnc2O[C@H]1CN(C)S(=O)(=O)c1ccc(F)cc1 | -5.1
COc1ccccc1NC(=O)N1CCCCN2[C@H](CO)[C@@H](c3ccc(C#Cc4ccccc4)cc3)[C@H]2C1 | -0.8
COC(=O)C[C@@H]1CC[C@H]2[C@H](COc3ccc(NC(=O)c4cccc(OC)c4)cc3C(=O)N2C)O1 | 0.2
COCC(=O)N1CC[C@H]2[C@H](CO)Nc3ccc(C#Cc4ccc(OC)cc4)cc3[C@H]21 | 3.0
COCC(=O)N1CC2(C1)CN(Cc1ccc3c(c1)OCO3)[C@@H](CO)c1c2c2ccc(OC)cc2n1C | 0.8
Cc1ccc(S(=O)(=O)N[C@H]2CC[C@@H](CC(=O)N3CCC(Cc4ccccc4)CC3)O[C@H]2CO)cc1 | 0.7
O=C(C[C@@H]1C=C[C@H](NC(=O)Cc2cccnc2)[C@@H](CO)O1)Nc1ccc(-c2ccccc2)cc1 | 2.2
CCCC#Cc1cnc2c(c1)C(=O)N([C@@H](C)CO)C[C@@H](C)[C@H](CN(C)C(=O)Nc1cccc(F)c1)O2 | -1.0
C[C@H](O)C#Cc1cnc2c(c1)C(=O)N([C@@H](C)CO)C[C@H](C)[C@H](CN(C)C(=O)Cc1ccccn1)O2 | -0.9
CN1[C@@H]2c3ccc(-c4cccc(F)c4)c(=O)n3C[C@H]1[C@H](CO)[C@H]2C(=O)N1CCCCC1 | 0.4
CCC(=O)Nc1ccc2c(c1)C(=O)N(C)C[C@@H](OC)[C@@H](C)CN(C(=O)c1ccccc1F)[C@@H](C)CO2 | 0.3
O=C(c1ccccc1)N1C[C@H]2[C@@H](c3ccccc31)[C@H](CO)N2Cc1cc(F)ccc1F | -1.0
C[C@H](CO)N1C[C@H](C)[C@@H](CN(C)S(=O)(=O)c2cccs2)Oc2ccc(NS(=O)(=O)c3cn(C)cn3)cc2CC1=O | -1.4
N#C[C@@H]1[C@@H](c2ccc(C#Cc3ccccc3F)cc2)[C@@H](CO)N1C(=O)C1CC1 | -0.7
C[C@@H]1CN([C@@H](C)CO)C(=O)Cc2cc(NC(=O)Nc3ccccc3)ccc2O[C@@H]1CN(C)Cc1ccc(Cl)c(Cl)c1 | 0.0
CO[C@@H]1CN(C)C(=O)c2cc(NS(=O)(=O)c3ccccc3C)ccc2OC[C@@H](C)N(C)C[C@H]1C | 0.8
Cc1ccc(S(=O)(=O)N(C)C[C@H]2OCCCC[C@H](C)Oc3ccc(NC(=O)c4ccncc4)cc3C(=O)N([C@@H](C)CO)C[C@H]2C)cc1 | 0.9
Cc1ccc(S(=O)(=O)N(C)C[C@@H]2OCCCC[C@@H](C)Oc3ccc(NC(=O)CCCN(C)C)cc3C(=O)N([C@@H](C)CO)C[C@@H]2C)cc1 | 0.6
C[C@@H]1CCCCO[C@H](CN(C)Cc2ccc3c(c2)OCO3)[C@H](C)CN([C@H](C)CO)C(=O)c2cc(NC(=O)C3CCCCC3)ccc2O1 | -4.9
